# Screening data as filed in PubChem BioAssay.
# PTHR1 ag = activates the human parathyroid hormone receptor PTHR1 | Q03431 | HEK293 GP2 PTHR1 cells, GloSensor cAMP luminescence, 1 h | Potency, µM (doses to about 115 µM), for inactives: at the highest dose activation, actives largely listed as activators | 410,000 tested, 0.075% active | AID 743266; note: potency is the fitted concentration of half-maximal effect; nearly all actives have a fitted effect of over 55% in size; some results filed as inactive show a strong effect at the top dose; inactives centre near -15; many of its hits are not listed in these tables
# Target sequence (Q03431 whole entry, looked up): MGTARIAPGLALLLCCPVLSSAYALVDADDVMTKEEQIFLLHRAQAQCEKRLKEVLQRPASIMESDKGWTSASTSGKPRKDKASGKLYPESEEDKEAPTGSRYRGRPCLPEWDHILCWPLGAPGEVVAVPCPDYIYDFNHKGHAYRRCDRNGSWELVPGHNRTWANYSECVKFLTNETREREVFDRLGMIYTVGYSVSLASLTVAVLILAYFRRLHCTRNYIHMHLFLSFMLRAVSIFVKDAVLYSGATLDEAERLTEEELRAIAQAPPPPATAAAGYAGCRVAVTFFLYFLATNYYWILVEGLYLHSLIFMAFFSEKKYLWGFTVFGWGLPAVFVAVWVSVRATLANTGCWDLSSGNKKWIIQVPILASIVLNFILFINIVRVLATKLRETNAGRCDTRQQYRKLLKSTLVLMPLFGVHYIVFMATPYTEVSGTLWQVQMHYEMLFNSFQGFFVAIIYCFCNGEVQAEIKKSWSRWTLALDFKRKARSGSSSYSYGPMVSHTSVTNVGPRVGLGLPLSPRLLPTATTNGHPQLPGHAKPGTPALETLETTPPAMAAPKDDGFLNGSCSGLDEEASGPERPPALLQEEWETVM
#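 HEK-293-derived GP2 cells expressing PTHR1 and a GloSensor cAMP reporter, 3,000/well, plated overnight, given luciferin plus IBMX (each 0.5 mM as added) for 1 h at 37 °C, then compound for 1 h at 37 °C. Luminescence was read after 15 min at room temperature.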
# HEK293 tox = cytotoxicity counter-screen for GLP-1 receptor inverse agonists | 410,000 tested, 0.13% active | Potency, µM (highest dose often 38.3 µM), for the others: at the highest dose activity change, negative = inhibition, most hits filed as inhibitors | AID 624418 | HEK293 cAMP-luciferase reporter cells, luminescence, 24 h;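 note: loss of luciferase light is scored as toxicity; potency is the fitted concentration of half-maximal effect; % is set by controls: 0 for no effect and ±100 for the full control effect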
#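 Step one: seed cells (200 cells/uL, DMEM with 10% Nu serum, 1% pen-strep). Step two: 12-hour incubation at 37 deg C. Step three: pin 23 nL compound, incubate 24 hr. Step four: add luciferase reagent, read luminescence 12 min later.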
# MmCpn inh = blocks the Methanococcus maripaludis chaperonin Mm-Cpn; 330,000 tested, 0.031% active; purified Mm-Cpn ATPase, ADP Transcreener TR-FRET; AID 504842; Potency, µM (titrated, usually from 76.9 µM), for inactives: top-dose activity, negative = inhibition, actives largely listed as inhibitors; note: potency is the fitted concentration of half-maximal effect; % is set by controls: 0 for no effect and ±100 for the full control effect; nearly all actives have a fitted effect of over 80% in size
#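 TR-FRET (320 nm excitation; 590 and 665 nm emission) reports ADP made from 10 uM ATP by 25 nM enzyme; compounds were preincubated 10 min, reaction run 30 min, both at 37°C.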
# GLP1R inv ag = GLP-1 receptor (human) inverse agonism | P43220 | HEK293 GLP-1R CRE-luciferase, luminescence, 24 h; GLP-1R form is constitutively active | Potency, µM (highest dose often 38.3 µM), without a hit: at the highest dose activity change, negative = inhibition, hits mostly inhibitors | 410,000 tested, 1.6% active; note: potency is the fitted concentration of half-maximal effect; % is set by controls: 0 for no effect and ±100 for the full control effect; nearly all actives have a fitted effect of over 55% in size
# Target sequence (P43220 whole entry, looked up): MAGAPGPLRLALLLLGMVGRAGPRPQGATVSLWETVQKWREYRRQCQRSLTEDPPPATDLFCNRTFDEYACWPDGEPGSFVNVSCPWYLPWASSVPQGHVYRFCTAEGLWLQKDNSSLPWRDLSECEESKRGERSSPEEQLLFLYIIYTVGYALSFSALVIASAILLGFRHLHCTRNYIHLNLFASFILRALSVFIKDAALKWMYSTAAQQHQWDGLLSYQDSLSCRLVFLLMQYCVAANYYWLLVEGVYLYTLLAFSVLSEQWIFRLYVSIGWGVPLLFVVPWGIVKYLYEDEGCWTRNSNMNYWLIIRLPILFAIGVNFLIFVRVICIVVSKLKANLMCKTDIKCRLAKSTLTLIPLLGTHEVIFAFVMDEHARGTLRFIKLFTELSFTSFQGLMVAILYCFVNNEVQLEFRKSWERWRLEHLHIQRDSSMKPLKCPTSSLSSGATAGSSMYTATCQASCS
#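 Readout was luciferase luminescence, measured 12 min after detection reagent at room temperature. Beforehand, GLP-1R reporter HEK293 cells had sat 12 h, then received compounds for 24 hr at 37 deg C.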
# aSyn rescue = rescues yeast growth from alpha-synuclein toxicity. Yeast expressing alpha-synuclein, growth rescue, BacTiter-Glo, 24 h. Potency, µM (highest dose often 46.1 µM), inactives show top-dose growth rescue (activation), actives largely listed as activators. 370,000 tested, 0.14% active. AID 652106; note: potency is the fitted concentration of half-maximal effect; % of control where 0% means no effect; nearly all actives have a fitted effect of over 65% in size
#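 Readout is rescue of growth in alpha-synuclein-expressing yeast, so inhibitors of toxicity appear as activators. Growth after 24 hr at 30 deg C in galactose medium is quantified by luminescence.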
# TDP-43 yeast inh = rescues yeast growth from TDP-43 toxicity; TDP-43 expressing yeast growth rescue, BacTiter-Glo, 24 h; Potency, µM (titrated, usually from 46.1 µM), for the others: at the highest dose growth rescue (activation), actives largely listed as activators; 410,000 tested, 1.8% active; note: potency is the fitted concentration of half-maximal effect; % of control where 0% means no effect; nearly all actives have a fitted effect of over 50% in size
#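 Readout is BacTiter-Glo luminescence of cell growth, so inhibitors register as activators. TDP-43-expressing yeast at OD600=0.02 in galactose medium, after raffinose pregrowth to mid-log, were incubated with compound for 24 hr at 30 deg C.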
# Akt phos inh = inhibitors of Akt phosphorylation. 360,000 tested, 0.32% active. activity change, % for hits at 50 µM. Neuro2A IGF-stimulated pAkt S473 HTRF, 20 min; hits give low values; in the data active = activity change below about -80%; inconclusive = mostly about -51% to -80%; note: % is set by controls: 0 for no effect and ±100 for the full control effect
#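 Neuro2A cells in DMEM with 0.5% FBS, overnight at 37 deg C, given compound at single 50 µM final, then IGF (6 nM final) for 20 min at 37 deg C. Lysed; phospho-Akt Ser473 by HTRF after 24 h, 665/615 ratio.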
# Abeta rescue = A-beta toxicity reversal in yeast; yeast expressing A-beta42, growth rescue, OD600, 48 h; response scale: 0% DMSO, 100% iron-clioquinol control; Potency, µM (top dose mostly 46.1 µM), without a hit: at the highest dose growth rescue, usual class: activators; 410,000 tested, 0.063% active; note: potency is the fitted concentration of half-maximal effect; nearly all actives have a fitted effect of over 55% in size
#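 Yeast A-beta toxicity model in growth medium with pinned compounds, 48 h at 30 C; growth read as absorbance at 600 nm. Normalized to FeCl3/clioquinol equimolar mix (positive) and DMSO (negative).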
# FUS suppressor = rescues growth of FUS-expressing yeast; Potency, µM (highest dose often 76.6 µM), without a hit: at the top dose growth rescue (activation), hits mostly activators; 390,000 tested, 0.24% active; S. cerevisiae FUS-expressing, growth rescue, OD600, 24 h; AID 1347120;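 note: potency is the fitted concentration of half-maximal effect; plate controls were DMSO vehicle for no effect and reference control for full effect; nearly all actives have a fitted effect of over 55% in size; some results filed as inactive show a strong effect at the top dose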
#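 Restored growth of FUS-toxic S. cerevisiae, read as 600 nm absorbance after 24 h at 30C in galactose medium (starting OD 0.005). Controls CP55940 and DMSO.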
# * = called active by the depositor; i = inactive; ? = inconclusive; / = no result given; [ ] = another dose, or the depositor's remark. Unless noted, calls come from the whole dose curve; as a rule, active = well fitted curve in the direction sought with a large enough effect; inconclusive = small, poorly fitted or top-dose-only effect, or another doubt; inactive = no such curve, though single readings can be large; an effect the other way counts as inactive or inconclusive.
SMILES,PTHR1 ag,HEK293 tox,MmCpn inh,GLP1R inv ag,aSyn rescue,TDP-43 yeast inh,Akt phos inh,Abeta rescue,FUS suppressor
COc1ccc(C(=O)N(C)Cc2ccccn2)cc1OC1CCN(C(C)C)CC1,-23.4%,-6.3%,0.0%,3.7%,0.1%,0.9%,i,6.4%,5.5%
Cc1c(N=CN2CCOCC2)c(=O)n(C)c(=O)n1C,i,1.1%,0.4%,0.0%,0.1%,-18.2%,i,-10.2%,/
CCOc1cc(C(=O)Nc2ccncc2)cc(OCC)c1OCC,i,-16.0%,-0.6%,?,2.6%,-21.9%,i,8.1%,5.8%
Cc1noc(C)c1C(=O)N1CCN(C(=O)c2sc3cc(Cl)ccc3c2Cl)CC1,-23.3%,-31.3%,-5.9%,0.0%,8.8%,-7.2%,i,17.1%,20.0%
O=C1CCC(=O)N1c1ccc(NCCc2cccc(F)c2)c([N+](=O)[O-])c1,-1.3%,1.2%,-1.3%,11.2%,0.3%,-12.6%,i,-1.2%,-15.5%
CCOC(=O)c1c(NC(=O)c2nc(SCC)ncc2Cl)sc(C(C)=O)c1C,-0.3%,-6.1%,/,9.5%,/,-0.2%,/,-18.2%,-2.5%
CC1CC(C)CN(c2ccc(NS(=O)(=O)c3ccccc3)cc2C(=O)O)C1 (configuration not stated),i,-13.1%,-3.0%,27.4%,2.6%,20.8%,i,8.3%,6.3%
COc1cccc(CNC(=O)CN(c2cc(C)cc(C)c2)S(=O)(=O)c2c(C)noc2C)c1,i,1.4%,-1.1%,10µM*,4.9%,16.1%,i,5.0%,0.6%
O=C(CCn1cnnn1)Nc1ccccc1F,i,-5.3%[7.66 µM],-0.7%,19.0%[7.66 µM],-2.7%,-3.1%,i,5.9%,-1.8%
COc1ccccc1S(=O)(=O)Cc1ccc(C(=O)N2CCCC2)o1,-15.9%,-0.8%,-8.6%,11.1%,0.5%,9.3%,i,11.7%,-20.1%
O=C(NNS(=O)(=O)c1ccccc1)c1cccc([N+](=O)[O-])c1,-3.0%,24.5%,1.3%,33.9%,-0.4%,6.0%,i,18.6%,-14.7%
Cc1ccc([N+](=O)[O-])cc1-c1ccc(/C=N\n2nnnc2N)o1,i,-29.1%,0.0%,9.1%,-0.1%,6.6%,i,-2.7%,-10.2%
C=CCNS(=O)(=O)c1cccc2cc(C(=O)O)c(O)cc12,i,215.2%[activator],-4.1%,?,-9.2%,-4.7%,i,-0.9%,16.3%
COc1ccc(C)cc1-n1c(SCC(=O)Nc2cccc(C(=O)O)c2)nc2ccccc2c1=O,?,-29.6%,0.4%,?,7.0%,2.1%,i,-1.8%,?
COc1cc(/C=N/NC(N)=O)cc(Br)c1OCc1ccccc1C,i,0.0%,1.2%,1.8%,0.9%,22.3%,i,17.1%,0.3%
CCOC(=O)[C@]12CCC=C1N(Cc1ccc3c(c1)OCO3)C(=O)[C@H](CC(=O)NCc1cccc(C(F)(F)F)c1)C2,-4.4%,-14.0%,/,?,0.8%,8.7%,i,-2.2%,33.3%
CC(O)CCC(=O)NNC(=S)Nc1ccccc1 (configuration not stated),i,-8.6%,0.5%,20.3%,7.6%,-2.2%,i,1.1%,5.3%
CCC(C)(C)C1CCC2(CC1)NC(=O)N(CC(=O)N(C)Cc1ccc(OC(F)F)cc1)C2=O (configuration not stated),-25.7%,-11.1%,-2.6%,1.41µM*,-0.8%,-4.6%,i,14.3%,9.5%
COC(=O)Cc1csc(Nc2ccc(Cl)cc2)n1,-11.6%,9.2%,-0.8%,-27.9%,-30.2%[inhibitor],-19.4%,i,-54.4%[inhibitor],4.4%
Cc1ccc(S(=O)(=O)N2CCCC(C(=O)Nc3ccc(C(=O)O)cc3)C2)cc1Cl (configuration not stated),-9.3%,12.7%,2.4%,10.4%,-6.3%,-19.4%,i,9.7%,7.9%
CCOC(=O)C1=C(c2ccccc2)Nc2ncnn2C1c1ccc(O)cc1 (configuration not stated),1.4%,-0.6%,3.3%,17.9%,-0.8%,-12.2%,i,6.0%,-1.9%
CCCCS(=O)(=O)N1C2=NC(C(=O)OC)=C(C(=O)OC)[C@@H]3N(C)c4ccc(OC)cc4[C@]23C[C@H]1C(=O)OC,-24.4%,0.0%,2.1%,2.8%,11.9%,8.6%,i,7.0%,?
Cc1ccc(S(=O)(=O)N(C)C[C@@H]2OCc3cnnn3CCCC(=O)N([C@H](C)CO)C[C@@H]2C)cc1,-7.8%,-0.8%,/,7.5%,-3.7%,3.3%,i,2.9%,-11.6%
Cc1ccc(S(=O)(=O)Nc2ccc(Nc3ccccc3)cc2)cc1,-28.1%,-8.3%,-1.6%,?,9.6%,?,i,21.7%,14.2%
O=C(NCC1CCCO1)c1ccc(CNS(=O)(=O)c2cccc(Cl)c2)cc1 (configuration not stated),i,9.1%,2.6%,-2.4%,-7.6%,-15.2%,i,2.3%,11.3%
CC(/C=N\NC(=O)c1ccc(C)nc1)=C\c1ccccc1,i,-2.2%,0.9%,35.9%[activator],-0.8%,7.5%,i,5.9%,-23.9%
CC#CC(=O)N1CCC(Oc2cccc(C(=O)NCc3ccccn3)c2)CC1,i,-5.8%,0.6%,8.1%,8.2%,14.9%,i,1.9%,/
Cc1ccc(OCCC(=O)OCC(=O)NCCc2ccc(Cl)cc2)cc1,i,-5.7%,1.6%,2.5%,5.7%,-15.3%,i,-0.7%,22.8%
COc1ccc(C(=O)Cn2nnc(-c3ccccc3NC(=O)C3CCCCC3)n2)cc1,-12.1%,74.4%[activator],-1.3%,2.4%,0.2%,15.3%,i,11.8%,8.3%
Cc1cccc2[nH]c3c(=O)n(CCN4CCNCC4)cnc3c12,i,15.3%,-0.7%,-26.0%,-6.1%,-7.9%,i,-5.7%,-10.0%

# By substructure, the compounds so far containing a thiophene ring, fused or not.
SMILES,PTHR1 ag,HEK293 tox,MmCpn inh,GLP1R inv ag,aSyn rescue,TDP-43 yeast inh,Akt phos inh,Abeta rescue,FUS suppressor
Cc1noc(C)c1C(=O)N1CCN(C(=O)c2sc3cc(Cl)ccc3c2Cl)CC1,-23.3%,-31.3%,-5.9%,0.0%,8.8%,-7.2%,i,17.1%,20.0%
CCOC(=O)c1c(NC(=O)c2nc(SCC)ncc2Cl)sc(C(C)=O)c1C,-0.3%,-6.1%,/,9.5%,/,-0.2%,/,-18.2%,-2.5%

# Next records
SMILES,PTHR1 ag,HEK293 tox,MmCpn inh,GLP1R inv ag,aSyn rescue,TDP-43 yeast inh,Akt phos inh,Abeta rescue,FUS suppressor
CN(C)c1nn(C(=O)Nc2cccc(C(F)(F)F)c2)cc1-c1ccccc1,-4.2%[57.5 µM],-6.6%,0.9%,-8.5%,-9.1%,?,i,13.9%,3.2%
Cc1cc(C)c2c(=O)c(C#N)coc2c1,-18.9%,-1.1%,0.9%,85.9%[activator],-28.3%,?,i,-91.1%[inhibitor],-2.4%
O=C([C@@H]1CC=C[C@@H]2CCN(C3CC3)C(=O)[C@@H]21)N1CCN(c2ccccc2)CC1,-23.3%,1.6%,/,2.6%,-3.2%,15.8%,i,-12.4%,-19.7%
Cc1nc(-c2ccccc2)sc1-c1ccn[nH]1,-35.3%[inhibitor],9.4%,-9.2%,-4.6%,-20.1%,14.1µM*,i,-41.1%[inhibitor],-37.9%
COc1ccc(OCC(=O)NC2CCSc3ccccc32)cc1 (configuration not stated),i,17.2%,-4.5%,?,12.9%,?,i,?,16.4%
CN(C(=O)CSC(=O)c1ccccc1)c1ccccc1,-13.8%,-0.9%,1.5%,?,11.8%,24.3%,i,-2.0%,10.0%
Cc1ccc(C)c(NC(=O)CSc2nc(C)cc(C)c2C#N)c1,-5.6%[57.5 µM],1.2%,-12.0%,13.1%,1.1%,-2.3%,i,14.9%,-20.1%
CCc1ccc(C(=O)N/N=C(\C)c2ccncc2)s1,i,7.5%,-6.5%,65.3%[activator],-3.3%,3.1%,i,-1.0%,-3.1%
COc1cccc(-c2cnc(C(O)c3ccc(CN4CCCC4)cc3)[nH]2)c1 (configuration not stated),-15.5%,2.6%,/,13.7%,1.1%,0.0%,i,-11.0%,-8.3%
CCC(=O)c1ccc(N2CCC(C)CC2)c(F)c1,i,1.4%,-2.3%,40.7%[activator],-2.4%,3.9%,i,0.7%,9.3%
CCOc1ccccc1NC(=O)COC(=O)c1cnc(C)cn1,i,1.7%,-0.9%,3.9%,1.5%,20.8%,i,-8.0%,-29.5%
CCOC(=O)/C(C#N)=C\c1c(OCC)n(CC)c2ccccc12,i,-2.6%,-1.3%,?,-17.1%,?,i,-18.4%,43.2%
Cc1cc(/C=C2/NC(=O)N(c3ccccc3)C2=O)c(C)n1-c1cccnc1,-29.4%,4.2%,-1.7%,14.1%,0.0%,0.6%,i,-7.9%,29.7%
NS(=O)(=O)c1ccc(CNC(=S)NCc2ccc(Cl)cc2)cc1,i,15.4%,-7.6%,-5.5%,-9.5%,5.0%,i,16.8%,29.3%
CC(=O)N1CCN=C1SCc1ccc(F)cc1,i,-0.6%,-0.3%,1.6%,5.2%,29.7%,i,-4.7%,12.9%
COCc1cc(N2CCN(c3ccccc3F)CC2)nc(-c2ccccc2)n1,i,4.2%,2.5%,?,3.9%,?,i,-9.9%,25.8%

# An excerpt (hit frequency here may not be typical).
